Screens: PubChem BioAssay, several laboratories
SDO1 yeast rescue = sdo1-depleted yeast growth rescue. S. cerevisiae sdo1-depleted JHY4D growth rescue, OD600 30 h; stronger effect = higher value; pdr5 snq2 efflux-pump mutant strain. z-score at 10 µM. 140,000 compounds, 0.21% hits. AID 817;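 active = z-score above 3 at both the 24 hr and the 30 hr optical density reads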;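 also: z-score against mean and SD of all compound wells on the same plate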
INS promoter inh = TRM-6 insulin promoter activity inhibition. inhibition, % at 2 µM. 130,000 compounds, 0.9% hits. TRM-6 cells (human fetal islet line), insulin promoter-eGFP reporter, imaging; reporter expression induced with tamoxifen;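 active = inhibition above the mean plus 3 SD, with well images judged a real hit on visual review, cut at about 60% in these data, passing the limit was not always enough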
SDO1 yeast rescue Rescue 24 h = recorded beside SDO1 yeast rescue, whose call it bears; z-score; S. cerevisiae sdo1-depleted JHY4D growth rescue, OD600; measured here: growth rescue at 24 h;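 0 is the plate mean of compound wells and units are plate SD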
* = called active by the depositor; . = not tested or not shown.

SDO1 yeast rescue,SDO1 yeast rescue Rescue 24 h,INS promoter inh,Structure
1.36,1.6,-30.8,CN(C)Cc1ccc(F)cc1Sc1ccc(Cl)cc1Cl
-0.02,-0.31,.,O=C(Cn1cc2c(n1)CCCC2)N1CCc2ccccc21
-1.81,-0.2,10.0,COc1ccc(-c2nn(-c3ccccc3)cc2C(=O)n2nnc3ccccc32)cc1
0.84,-0.48,63.9,CCOc1ccc(CCn2c(-c3ccco3)nc3ccccc3c2=O)cc1OCC
-0.13,-0.81,.,CCN(CC)CC(=O)c1c[nH]c2ccccc12
-0.4,-0.29,5.4,CCOC(=O)c1sc(NC(=O)CCN2CC(C)OC(C)C2)c(C(=O)OCC)c1C (configuration not stated)
-0.27,-0.69,33.3,Cc1cccc(OCC(=O)Nc2ccc(N3CCN(S(C)(=O)=O)CC3)cc2)c1
0.46,0.9,-375.7,O=C(NCC(=O)N(Cc1cccs1)C(C(=O)NC1CCCCC1)c1ccco1)c1cccs1 (configuration not stated)
0.09,0.78,-9.1,O=C(CSc1nnc2c(n1)[nH]c1ccc(F)cc12)OCc1ccccc1
-2.21,-1.26,.,CCCc1nc(SC2CCCC2)c2c(=O)n(C)c(=O)n(C)c2n1
1.62,2.03,.,O=C(CN1C(=O)S/C(=C/c2cc(Br)cs2)C1=O)N1CCOCC1
-0.07,-0.32,.,NC(=O)NC1CCCc2c1[nH]c1ccc(Cl)cc21 (configuration not stated)
1.54,1.81,.,OCC(CO)(CO)n1cnnn1
-1.26,0.02,70.6*,CCN(CC)S(=O)(=O)c1ccc(NC(=O)c2cc(C(=O)OC)cc([N+](=O)[O-])c2)cc1
0.46,0.05,.,O=[N+]([O-])c1ccc(N2CCOCC2)nc1
0.11,0.15,.,CCCCn1nnnc1SCC(=O)NCc1ccco1
-0.06,-0.72,42.9,CCOC(=O)C1=C(C)N=C2SCCC(=O)N2C1c1sccc1C (configuration not stated)
0.69,0.27,.,Cn1c(-n2c(-c3ccco3)nc3ccccc3c2=O)nc2ccccc21
1.58,1.1,.,CC(C)(C)Cc1cc(N)on1
.,.,0.0,Cc1ccccc1C(=O)Nc1ccnc(-c2ccncc2)n1
1.33,0.96,78.6*,CSc1nc(-c2ccc(Cl)cc2Cl)[nH]c(=O)c1C#N
1.15,1.59,-13.3,Cc1cc(NC(=O)CSc2nc3ccccc3n2CC(=O)N2CCC(C)CC2)no1
-0.03,0.16,11.1,Cc1ccc[n+](CC(=O)c2ccc(-c3ccccc3)cc2)c1
0.31,0.61,3.5,O=C1c2ccccc2C(=O)N1CCc1nc2ccccc2c(=O)n1-c1ccccn1
.,.,11.1,CC(Sc1nnnn1C1CCCCC1)C(=O)O (configuration not stated)
-0.07,-0.77,.,COc1ccccc1CNC(=S)NC1CCCC1
-0.68,0.01,.,Cc1ccc(-n2c(SCC(=O)N/N=C/c3c(C)nn(-c4ccccc4)c3C)nc3ccccc3c2=O)cc1
0.09,0.5,16.1,O=C(c1ccco1)N1CCN(C(c2ccccc2Cl)c2nnnn2CC2CCCO2)CC1 (configuration not stated)
-1.3,-0.87,-13.0,COc1cc(/C=N/NC(=O)COc2ccc(Cl)cc2)ccc1OS(=O)(=O)c1ccc(C)cc1
-0.38,-0.09,28.6,Cc1c(NC(=O)Nc2ccccc2Cl)sc(=S)n1C
.,.,-21.4,CCC(Cc1ccccc1)NC(=O)Cn1ncc2ccsc2c1=O (configuration not stated)
.,.,42.9,COc1ccc(/C=N/NC(=O)c2cccc(NC(=O)c3ccc(F)cc3)c2)c(C(=O)O)c1OC
-0.18,-0.63,14.3,COc1ccc(CN2C(=O)c3cccnc3C2O)cc1 (configuration not stated)
-1.14,-0.83,-3.6,CCOc1ccc(N(CC(=O)NCc2cccc(OC)c2)S(=O)(=O)c2c(C)noc2C)cc1
-1.02,-1.33,41.4,CSc1nc2ccccc2n1Cc1c(Cl)cccc1Cl
.,.,22.2,Cc1ccc(C)c(CSc2nnc(C)c(=O)[nH]2)c1
0.64,0.46,-6.1,CC(C)NC(=O)C1CCN(C(=O)C(C(=O)c2ccccc2)n2cc(Cl)ccc2=O)CC1 (configuration not stated)
.,.,7.7,COc1ccccc1N(CC(=O)NCC1CCCO1)C(=O)Cn1nnc(-c2cccs2)n1 (configuration not stated)
-1.65,-0.75,.,COc1ccc(OC)c2c1sc(=NC(=O)c1cccc(N3C(=O)CCC3=O)c1)n2C
0.21,-0.16,-22.7,Nc1nc(CSCc2ccccc2)nc(N2CCOCC2)n1
0.47,0.26,-11.4,Cc1ccc(S(=O)(=O)CCC(=O)NCc2ccccc2Cl)cc1
-0.31,-0.02,-58.1,Cc1nnc(-c2ccco2)c2cn(-c3cccc(Br)c3)nc12
-2,-1.63,19.4,CCC(C)Nc1c2c(nc3c(-c4ccccc4)c(C)nn13)CCC2 (configuration not stated)
-1.26,-1.33,-47.8,CCOC(=O)Cc1csc(NC(=O)NC2(C(F)(F)F)Oc3ccc(Cl)cc3O2)n1 (configuration not stated)
-0.86,-0.79,3.0,Cc1ccc(C(C(=O)NCCc2ccccc2)N(C(=O)c2csnn2)C2CC2)o1 (configuration not stated)
0.18,-0.04,-31.2,Oc1ccccc1/C=N/n1cnnc1
1.07,1.05,.,CCOC(=O)CCCc1sc(N)nc1-c1[nH]c(=O)[nH]c1C
-0.9,-0.45,-33.3,COc1ccc(-n2c(SCC#N)nc3ccccc3c2=O)cc1

Two entries from above, bar-delimited.
Structure | SDO1 yeast rescue | SDO1 yeast rescue Rescue 24 h | INS promoter inh
Cc1cccc(OCC(=O)Nc2ccc(N3CCN(S(C)(=O)=O)CC3)cc2)c1 | -0.27 | -0.69 | 33.3
O=C(NCC(=O)N(Cc1cccs1)C(C(=O)NC1CCCCC1)c1ccco1)c1cccs1 (configuration not stated) | 0.46 | 0.9 | -375.7

Remaining list, next part
SDO1 yeast rescue,SDO1 yeast rescue Rescue 24 h,INS promoter inh,Structure
-1.25,-0.95,19.4,COc1ccc(NC(NC(=O)c2ccc(OC)cc2)C(Cl)(Cl)Cl)cc1 (configuration not stated)
-0.62,-0.79,24.2,COc1cc(SC)ccc1C(=O)Nc1ccc(C)cc1C
-0.25,-0.82,-28.6,O=C(COc1ccccc1F)Nc1ccc(S(=O)(=O)NCc2ccco2)cc1
0.28,-0.07,.,Cc1ccc(S(=O)(=O)/C(C#N)=C/c2c(N3CCN(C)CC3)nc3ccccn3c2=O)cc1
0.41,0.07,.,O/N=C1/CCCCc2sccc21
-0.94,-1.61,16.7,COc1ccc(N2CCN(c3nc(NCCO)nc(N4CCOCC4)n3)CC2)cc1
-0.2,-1.24,-275.0,CCOc1ccc(Nc2nc(Cc3nnc(SCC(=O)N(CC)CC)n3C)cs2)cc1
0.46,-0.46,-2.8,O=C(NCCN1CCN(Cc2ccccc2Cl)CC1)Nc1ccccc1
-1.26,-0.79,-9.1,COc1ccc(-n2nnc3c(SCC(=O)NCc4ccco4)ncnc32)cc1
0.04,-0.88,7.1,Cc1nc2ccccc2c(=O)n1CC(=O)N1CCOCC1
0.04,0.35,5.7,C=CCc1cc(/C=N\NC(=O)CSc2nnc(CCCc3ccc(OC)c(C)c3)o2)cc(OC)c1O
-0.27,-0.57,-28.6,Cn1cc(Cl)c(-c2n[nH]c(=S)n2-c2ccc(F)cc2)n1
-1.98,-0.97,-257.1,O=C(CCl)N(c1ccc(Cl)cc1)c1c[nH]c2ccccc12
0.53,0.7,-106.9,CCOc1ccc(N(CC(=O)NCC2CCCO2)S(=O)(=O)c2ccc(OC)c(OC)c2)cc1 (configuration not stated)
2.02,1.47,-7.1,CCC(=O)N1CCN(c2cc(C)ccc2C)CC1
0.21,0.06,-18.8,COc1ccc(NC(=O)C2CC(=O)N(c3cc(C)ccc3C)C2)cc1 (configuration not stated)
.,.,-92.9,CCCCN(C)CCNC(=O)C(NC(=O)C1CCC(C)CC1)C(C)C (configuration not stated)
-0.3,0.47,.,Cc1ccc(S(=O)(=O)N(CCCO)CC(O)CON=C2c3ccccc3-c3ccccc32)cc1 (configuration not stated)
-0.69,-0.73,-16.2,CCC(=NCCc1c(C)[nH]c2ccccc12)C1=C(O)CC(c2ccccc2)CC1=O (configuration not stated)
-0.97,-0.72,.,Cc1cccc2cc(CN(Cc3ccccc3)C(=O)c3cccc(F)c3)c(Cl)nc12
0.25,-0.26,7.4,CCC(C)C(=O)Nc1cc([N+](=O)[O-])ccc1Cl (configuration not stated)
-0.37,0.04,.,CCOC(=O)Cn1c(CN(Cc2ccccc2)Cc2ccccc2)nc2c1c(=O)n(C)c(=O)n2C
-1.34,-2.11,24.2,O=C(c1cccc(S(=O)(=O)N2CCCC2)c1)c1nnc(-c2ccncc2)o1
-1.28,-0.58,-9.4,CC(C)N1C(=O)/C(=C\c2nc3ccccc3c(=O)n2-c2ccccc2)c2ccccc21
-0.33,0.04,-18.9,Cc1nc2ccc(NC(=O)c3cccc(S(=O)(=O)N(C)c4ccccc4)c3)cc2s1
-1.23,-1.34,.,Cc1ccc2nsnc2c1S(=O)(=O)Nc1cccc2nsnc12
0.68,0.08,-183.9,COc1ccc(NC(=O)COC(=O)C2CCCCC2)c([N+](=O)[O-])c1
0.76,0.86,23.7,Cc1ccnc(NS(=O)(=O)c2ccccc2)n1
-1.43,-1.53,-26.7,CN(c1ccccc1)S(=O)(=O)c1ccc(NC(=S)NC(=O)c2ccccc2)cc1
-2.21,-1.56,.,Cc1ccc(-n2nc(C)c3c(C)c(CCC(=O)NCc4ccccc4)c(C)nc32)cc1
.,.,38.5,CNC(=S)NNc1nc(N2CCOCC2)nc(N2CCOCC2)n1
.,.,2.7,O=c1c2ccccc2nnn1CSc1nc2cc(Cl)ccc2c(=O)n1Cc1ccco1
-0.1,-0.27,.,O=C(Nc1ccccc1F)c1ccc(S(=O)(=O)NCC2CCCO2)cc1 (configuration not stated)
0.38,0.6,.,O=C(NC1CC1)c1ccc2c(c1)NC(=O)c1ccccc1S2
-0.15,-0.22,-16.2,C=CCn1c(SCC(=O)NC)nc2sc3c(c2c1=O)CCC3
-1.2,-1.44,26.7,CC(=O)Nc1ccc(S(=O)(=O)N2CCN(CCCOc3cc(C)ccc3C)CC2)cc1

A draw from above in order of number of heavy atoms, largest number first.
SDO1 yeast rescue,SDO1 yeast rescue Rescue 24 h,INS promoter inh,Structure
.,.,2.7,O=c1c2ccccc2nnn1CSc1nc2cc(Cl)ccc2c(=O)n1Cc1ccco1
-0.33,0.04,-18.9,Cc1nc2ccc(NC(=O)c3cccc(S(=O)(=O)N(C)c4ccccc4)c3)cc2s1
-1.43,-1.53,-26.7,CN(c1ccccc1)S(=O)(=O)c1ccc(NC(=S)NC(=O)c2ccccc2)cc1
-0.1,-0.27,.,O=C(Nc1ccccc1F)c1ccc(S(=O)(=O)NCC2CCCO2)cc1 (configuration not stated)
0.68,0.08,-183.9,COc1ccc(NC(=O)COC(=O)C2CCCCC2)c([N+](=O)[O-])c1
-1.23,-1.34,.,Cc1ccc2nsnc2c1S(=O)(=O)Nc1cccc2nsnc12
0.38,0.6,.,O=C(NC1CC1)c1ccc2c(c1)NC(=O)c1ccccc1S2

Other structures.
SDO1 yeast rescue,SDO1 yeast rescue Rescue 24 h,INS promoter inh,Structure
0.1,-0.09,-10.7,Cc1cc(C)c(S(=O)(=O)N2CCCOC2CNC(=O)C(=O)NCCc2c[nH]c3ccccc23)c(C)c1 (configuration not stated)
-0.31,-0.1,.,CC1CCCC(NC(=O)Cn2cc3c(n2)CCCCC3)C1C (configuration not stated)
3.14,2.86,47.5,O=S(=O)(c1cc(Cl)ccc1Br)N1CCOCC1
-0.06,1.03,.,COc1ccc(-c2nnn(CC(=O)c3c[nH]c4ccccc34)n2)cc1OC
.,.,15.8,CCC/C=N/Nc1nc2ccccc2s1
-1.55,-1.21,.,N#Cc1ccc(N2Cc3ccccc3C2=NC(=O)c2cccs2)cc1
0.85,3,.,COc1cccc(/C=N/NC(=O)C(=O)N2CCCC2)c1OC
0.53,1.29,-20.0,CCOc1cc2[nH]c(=S)n(C(C)C)c(=O)c2cc1OCC
-0.07,0.06,7.0,COCCN1C(=O)c2ccccc2C(C(=O)NCC2CCCO2)C1c1c[nH]c2ccccc12 (configuration not stated)
-0.34,0.48,20.8,COc1ccc(/C=N/N=C2/NC(=O)C(c3ccccc3)S2)c(OC)c1 (configuration not stated)
-2.14,-1.31,15.4,Oc1ccc(Br)cc1-c1nc2cnccn2c1NC1CCCC1
1.46,1.96,27.3,CCCc1oc(C(=O)O)cc1CN
-0.26,-0.98,14.3,CC(O/N=C/c1ccccc1OC(F)F)C(=O)Nc1cccc(S(=O)(=O)N2CCOCC2)c1 (configuration not stated)
.,.,-22.2,Cc1ccc(C)c(NC(=O)CN(C)C(=O)c2cccc(S(=O)(=O)N(C)C)c2)c1
0.36,0.49,57.1,CSc1nc2ccc(Cl)cc2[nH]1
-0.15,-0.93,.,CN1/C(=C\C(=O)COC(=O)CNC(=O)c2ccccc2F)C(C)(C)c2ccccc21
0.34,-0.2,17.2,COC(=O)C(CCCCNC(=O)c1ccc([N+](=O)[O-])cc1)NC(=O)c1ccc([N+](=O)[O-])cc1 (configuration not stated)
0.18,-0.38,.,COc1ccccc1CNC(=O)C1CCN(S(=O)(=O)c2cccc3cccnc23)CC1

The list is partial; rates above refer to the full screens.
